Bioassay records deposited in PubChem BioAssay by The Scripps Research Institute Molecular Screening Center.
PAFAH1B2 inh: PAFAH1B2 (human) inhibition. P68402. recombinant PAFAH1B2, FP-rhodamine activity probe, fluorescence polarization. inhibition, % at 3.39 µM. 340,000 tested, 1.2% active;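 active means inhibition above the mean of all tested compounds plus 3 SD, cut at about 24% in these data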;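 further: 0% = enzyme with DMSO and 100% = wells lacking PAFAH1B2; many of its hits are not listed in these tables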
Target sequence (P68402 whole entry, looked up): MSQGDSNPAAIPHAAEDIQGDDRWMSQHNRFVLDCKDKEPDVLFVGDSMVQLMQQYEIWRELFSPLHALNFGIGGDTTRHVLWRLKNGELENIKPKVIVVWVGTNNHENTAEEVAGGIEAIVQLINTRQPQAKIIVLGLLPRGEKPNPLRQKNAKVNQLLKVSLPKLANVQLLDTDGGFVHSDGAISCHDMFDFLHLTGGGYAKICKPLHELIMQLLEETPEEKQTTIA
PAFAH1B3 inh: inhibitors of human PAFAH1B3; recombinant PAFAH1B3, FP-rhodamine probe, fluorescence polarization; inhibition, % at 3.39 µM; 340,000 tested, 0.28% active; AID 492972;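 active means inhibition above the screen-wide average of all tested compounds plus 3 SD, cut at about 25% in these data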;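 further: 0% = enzyme with DMSO only and 100% = wells lacking PAFAH1B3 protein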
PME-1 inh: blocks human protein phosphatase methylesterase 1 | AID 2130 | recombinant PME-1, FP-Rh probe fluorescence polarization | inhibition, % at 5.9 µM | Q9Y570 | 320,000 tested, 0.53% active;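 active means inhibition above the campaign mean of all compounds plus 3 SD, cut at about 26% in these data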;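 further: competitive labeling of PME-1 active site by serine hydrolase directed probe; 0% = PME-1 with DMSO and 100% = wells lacking PME-1 enzyme; inhibitors block probe labeling so polarization falls and inhibition rises; many of its hits are not listed in these tables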
Target sequence (Q9Y570 whole entry, looked up): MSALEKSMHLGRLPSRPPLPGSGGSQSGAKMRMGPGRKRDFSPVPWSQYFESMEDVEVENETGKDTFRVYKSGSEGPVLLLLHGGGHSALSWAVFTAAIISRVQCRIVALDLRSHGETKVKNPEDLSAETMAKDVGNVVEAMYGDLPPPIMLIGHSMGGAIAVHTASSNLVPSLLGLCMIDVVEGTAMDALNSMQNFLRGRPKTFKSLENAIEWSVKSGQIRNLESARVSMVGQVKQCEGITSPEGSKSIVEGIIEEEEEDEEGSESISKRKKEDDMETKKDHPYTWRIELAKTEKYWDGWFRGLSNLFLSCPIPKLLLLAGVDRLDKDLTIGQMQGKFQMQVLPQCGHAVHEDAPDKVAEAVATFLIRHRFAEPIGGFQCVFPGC
PAD4 FP inh: PAD4 (human) enzyme inhibition | recombinant PAD4, RCA probe fluorescence polarization | Q9UM07 | inhibition, % at 6.36 µM | 330,000 tested, 0.41% active;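 active means percent inhibition above a cutoff equal to the mean of all tested compounds plus 3 SD, cut at about 15% in these data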;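 further: 0% = PAD4 with RCA probe and DMSO and 100% = probe without PAD4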
PREPL inhibitor: inhibitors of human prolyl oligopeptidase-like enzyme PREPL; recombinant PREPL, fluorescence polarization activity-based probe; inhibition, % at 5.96 µM; 320,000 tested, 0.68% active; in the data active means inhibition above about 43%;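 further: 0% = enzyme with DMSO and 100% = wells lacking enzyme; many of its hits are not listed in these tables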
GSTO1 counter: blocks human GSTO1 in RBBP9 counter-screen; recombinant GSTO1, activity-based probe fluorescence polarization; inhibition, % at 5.96 µM; 300,000 tested, 1.1% active; AID 1974;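 active means inhibition above the campaign mean inhibition plus 3 SD, cut at about 35% in these data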;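 further: 0% = GSTO1-1 with DMSO and 100% = wells lacking GSTO1-1 enzyme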
pPAFAH FP inh: pPAFAH (human) enzyme inhibition; Q13093; recombinant pPAFAH, FP-rhodamine probe fluorescence polarization; inhibition, % at 3.39 µM; 330,000 tested, 1.5% active;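 active means inhibition above the mean inhibition across the screen plus 3 SD, cut at about 25% in these data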;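 further: inhibitors block binding of the rhodamine activity-based probe so polarization drops; 0% = enzyme with DMSO and 100% = wells lacking pPAFAH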
Target sequence (Q13093 whole entry, looked up): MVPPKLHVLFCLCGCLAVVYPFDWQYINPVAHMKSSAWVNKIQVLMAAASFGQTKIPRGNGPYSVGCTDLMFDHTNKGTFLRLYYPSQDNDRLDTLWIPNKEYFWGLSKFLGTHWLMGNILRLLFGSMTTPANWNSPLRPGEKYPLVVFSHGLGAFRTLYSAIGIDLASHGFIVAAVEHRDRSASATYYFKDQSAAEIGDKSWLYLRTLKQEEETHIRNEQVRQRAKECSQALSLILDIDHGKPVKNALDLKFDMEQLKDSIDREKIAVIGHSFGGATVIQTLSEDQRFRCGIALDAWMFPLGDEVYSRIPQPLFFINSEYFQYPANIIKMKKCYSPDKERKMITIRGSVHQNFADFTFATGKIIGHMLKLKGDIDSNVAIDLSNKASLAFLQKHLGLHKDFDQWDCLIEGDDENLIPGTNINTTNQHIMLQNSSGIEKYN
LYPLA2 inh: counter-screen for PME1 inhibitors: inhibitors of human LYPLA2 | O95372 | recombinant LYPLA2, FP-Rh probe fluorescence polarization | inhibition, % at 5.9 µM | 320,000 tested, 0.38% active | AID 2177;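 active means inhibition above the screen-wide mean plus 3 SD, limit set per campaign, cut at about 26% in these data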;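 further: 0% = LYPLA2 with DMSO and 100% = wells lacking LYPLA2 enzyme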
LYPLA1 inh: blocks human lysophospholipase 1, a PME1 counter-screen. O75608. recombinant LYPLA1, FP-Rh probe fluorescence polarization. inhibition, % at 5.9 µM. 320,000 tested, 0.16% active;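 active means inhibition above the mean of all tested compounds plus 3 SD, set per campaign, cut at about 14% in these data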;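 further: inhibitors block serine hydrolase probe labeling of LYPLA1 so polarization falls; 0% = enzyme with DMSO and 100% = wells lacking LYPLA1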
* = called active by the depositor; · = no result given; & = joins results of further samples. Only part of the results is shown. The share of hits here may be higher or lower than overall.

#1 FC(F)Oc1ccc(NC(=S)NC2CCCCCCC2)cc1
#2 COc1ccc(C)cc1NC(=O)C1CCCN1C(=O)OCc1ccccc1 (configuration not stated)
#3 CC1CCCN(CCC(=O)Nc2ccc(F)c(F)c2)C1 (configuration not stated)
#4 Cc1ccc(C)c(S(=O)(=O)NCC(=O)N2CCCC2)c1
#5 COC(=O)C1(C)NC(c2cccs2)C2C(=O)N(c3ccc(F)cc3)C(=O)C21 (configuration not stated)
#6 COc1cccc(OC)c1C(=O)OCC(=O)Nc1ccc(OC(F)(F)F)cc1
#7 CCOC(=O)C(C)N1N=C(/C=C/c2ccc(OC)cc2)CCC1=O (configuration not stated)
#8 CC(C)(C)c1ccc(C(CC(=O)O)NC(=O)Cc2ccccc2)cc1 (configuration not stated)
#9 CC(C)(C)CC(C)(C)Nc1c(-c2ccc(O)cc2)nc2cnccn12
#10 Cc1ccc(OC(C)C(=O)Nc2ccc(F)cc2)c([N+](=O)[O-])n1 (configuration not stated)
compound no.,1,2,3,4,5,6,7,8,9,10
pPAFAH FP inh,-5,5,1,3,4,6,3,5,8,-5
PME-1 inh,1,-1,-4,2,-2,-4,1,2,-3,1
PAD4 FP inh,-1,-3,3,-5,-3,0,-5,0,2,-3
LYPLA1 inh,-7,2,3,4,3,-5,-1,-3,2,-2
PREPL inhibitor,9,15,3,15,-1,0,-5,-7,7,7
GSTO1 counter,-2,0,1,-3,2,-2,6,3,-2,·
PAFAH1B2 inh,8,5,2,5,0,6,-1,18,14,4
PAFAH1B3 inh,4,8,-4,-3,4,-1,1,12,9,-7
LYPLA2 inh,-2,5,0,10,2,-6,-2,-2,2,3

#11 Cc1cc(O)c(-c2cc(C(=O)NCc3ccc4c(c3)OCO4)[nH]n2)cc1C
#12 CCN1C(=O)c2ccccc2S(=O)(=O)c2ccc(C(=O)NCCOC)cc21
#13 O=C(CN1C(=O)CCC1=O)Nc1cccc2c1C(=O)NC2=O
#14 O=C(CN1CCN(Cc2ccccc2)CC1)Nc1ccc(N2CCOCC2)cc1
#15 O=C(c1ncc[nH]1)c1ccco1
#16 NC(=O)c1ccsc1NC(=O)c1cc(=O)c2ccccc2o1
#17 C=CCC1(CC=C)CCCN1C(=O)c1cc(COc2cccc(OC)c2)on1
#18 Cc1ccc(Nc2nc(/N=C/N(C)C)n[nH]2)cc1C
#19 COc1ccc(/C=N/NC(=O)c2ccc(N3CCCC3=O)cc2)cc1
#20 O=C(CNC(=O)c1cccc(F)c1)N/N=C/c1ccc(O)c([N+](=O)[O-])c1
compound no.,11,12,13,14,15,16,17,18,19,20
pPAFAH FP inh,-1,-3,3,0,6,1,2,4,2,2
PME-1 inh,-5,-2,1,-5,-2,6,-1,0,0,-2
PAD4 FP inh,-4,-8,-7,-1,-11,-2,-4,-1,1,1
LYPLA1 inh,-2,0,-2,-1,-2,-2,-2,1,-10,0
PREPL inhibitor,8,11,-2,-3,-3,18,2,12,8,-2
GSTO1 counter,7,-2,3,-15,-1,20,1,-1,-9,16
PAFAH1B2 inh,0,4,4,2,1,6,9,3,8,1
PAFAH1B3 inh,1,14,5,3,-6,1,2,-2,-1,0
LYPLA2 inh,5,4,0,-4,2,-4,5,0,-1,0

#21 Cc1cc(C(=O)NNC(=O)Nc2ccccc2)no1
#22 NC(N)=NC(=O)c1nc(Cl)c(N)nc1N
#23 COc1ccc(NS(=O)(=O)c2cn(C)cn2)c(OC)c1
#24 COc1ccc(S(=O)(=O)CCC(=O)N2CCN(c3ccc(C(C)=O)cc3)CC2)cc1
#25 C[C@@H]1CC[C@]2(C(=O)O)CC[C@]3(C)C(=CCC4[C@]56CC[C@@](O)(OC5)C(C)(C)C6CC[C@]43C)C2[C@H]1C (some centres not stated)
#26 COC(=O)C(C)N(C(=O)c1ccc(C(=O)c2ccccc2)cc1)c1c(C)cccc1C (configuration not stated)
#27 Cc1ccccc1CNc1nnnn1C
#28 CC1CCc2cc(F)ccc2N1C(=O)c1cnc2sccn2c1=O (configuration not stated)
#29 CC(C)(C)NC(=O)c1ccccc1-c1nc(-c2ccccc2Cl)no1
#30 CC(C)(C)SCCNS(=O)(=O)c1ccc(C#N)cc1
compound no.,21,22,23,24,25,26,27,28,29,30
pPAFAH FP inh,-2,-4&5&-2,3,8,10,10,2,-5,3,9
PME-1 inh,2,5&-3&-3,-6,7,-5,1,-2,1,-1,-2
PAD4 FP inh,2,-1&-9&2,-1,3,-2,2,1,-2,-3,2
LYPLA1 inh,2,0&1&0,-7,0,-3,2,1,2,0,-1
PREPL inhibitor,17,6&22&-5,17,8,-24,13,10,0,-3,0
GSTO1 counter,-8,-2&5&4,10,-2,2,-5,-1,5,-4,-8
PAFAH1B2 inh,4,4&-3&4,4,5,7,0,-3,2,-2,19
PAFAH1B3 inh,9,-4&-3&8,6,10,11,5,3,-6,8,8
LYPLA2 inh,4,3&4&3,0,19,1,3,22,1,-2,4

#31 CCOC(=O)Cc1csc(NC(=O)Cc2ccc(Br)cc2)n1
#32 CCOC(=O)N/N=C\c1ccc(OC(=O)c2ccco2)cc1
#33 CN(C)c1ccc(CN(C(=O)c2ccco2)C2CCS(=O)(=O)C2)cc1 (configuration not stated)
#34 C/C=C/c1ccc(OC)c(OC(C)=O)c1
#35 CCOC(=O)NN1C(=O)c2ccccc2NC1c1ccccn1 (configuration not stated)
#36 Cc1ccc(CNc2ccc3c(c2)ncn3C(C)(C)C)cc1
#37 CCC(=O)N1CCN(c2ccccc2NC(=O)Cc2ccc(Cl)cc2)CC1
#38 COc1cc(OC)cc(-c2cc3ccc(OC)cc3cn2)c1
#39 Cc1ccc(CCNC(=O)C2CCCN(S(C)(=O)=O)C2)cc1 (configuration not stated)
#40 COc1ccccc1-n1c(SCC(=O)Nc2cc(C)on2)nc2c(c1=O)SCC2
compound no.,31,32,33,34,35,36,37,38,39,40
pPAFAH FP inh,5,-1,6,2,3,9,5,4,8,0
PME-1 inh,2,3,3,-6,1,6,1,4,-6,1
PAD4 FP inh,-3,-6,-1,-2,0,-3,0,-3,-6,-2
LYPLA1 inh,-1,-4,0,-3,-1,1,-1,-1,4,3
PREPL inhibitor,-7,18,3,-11,7,49*,-1,-40,8,16
GSTO1 counter,-5,14,-7,-3,12,-18,4,·,3,10
PAFAH1B2 inh,16,8,0,3,4,13,3,0,4,6
PAFAH1B3 inh,3,-2,-1,10,8,5,4,11,4,12
LYPLA2 inh,2,-6,1,4,6,2,-1,4,7,3

Fetched by structure from above:
#39 Cc1ccc(CCNC(=O)C2CCCN(S(C)(=O)=O)C2)cc1 (configuration not stated)
#34 C/C=C/c1ccc(OC)c(OC(C)=O)c1
#36 Cc1ccc(CNc2ccc3c(c2)ncn3C(C)(C)C)cc1
#31 CCOC(=O)Cc1csc(NC(=O)Cc2ccc(Br)cc2)n1
#37 CCC(=O)N1CCN(c2ccccc2NC(=O)Cc2ccc(Cl)cc2)CC1
#35 CCOC(=O)NN1C(=O)c2ccccc2NC1c1ccccn1 (configuration not stated)
compound no.,39,34,36,31,37,35
pPAFAH FP inh,8,2,9,5,5,3
PME-1 inh,-6,-6,6,2,1,1
PAD4 FP inh,-6,-2,-3,-3,0,0
LYPLA1 inh,4,-3,1,-1,-1,-1
PREPL inhibitor,8,-11,49*,-7,-1,7
GSTO1 counter,3,-3,-18,-5,4,12
PAFAH1B2 inh,4,3,13,16,3,4
PAFAH1B3 inh,4,10,5,3,4,8
LYPLA2 inh,7,4,2,2,-1,6

(more compounds)
#41 NC(=O)Cn1nnc(-c2ccccc2NC(=O)c2cnccn2)n1
#42 Cc1cc(N2C(=O)C(=O)/C(=C(/O)c3ccc(Cl)cc3)C2c2cccc(Br)c2)no1 (configuration not stated)
#43 O=C(CN1C(=O)c2ccccc2S1(=O)=O)Nc1ccc(S(=O)(=O)N2CCCCC2)cc1
#44 CN(C1CCS(=O)(=O)C1)S(=O)(=O)c1ccc2ccccc2c1 (configuration not stated)
#45 O=c1ccc(-c2ccccc2)n[nH]1
#46 CCCCn1c(N)c(N(CCOC)C(=O)C2CCN(S(=O)(=O)c3ccccc3)CC2)c(=O)[nH]c1=O
#47 CCCCNc1nc2ccccc2nc1Cl
#48 COc1cc(OC)cc(C(=O)NNC(=O)c2ccc(-n3cncn3)c([N+](=O)[O-])c2)c1
#49 C/C=C/c1ccc(OCC(=O)OCC)c(OC)c1
#50 CC(=O)Nc1ccc(NC(=O)C2CCCN(S(=O)(=O)c3ccc(-n4cnnn4)cc3)C2)cc1 (configuration not stated)
compound no.,41,42,43,44,45,46,47,48,49,50
pPAFAH FP inh,-6,-2,0,-1,-4,5,-2,3,6,0
PME-1 inh,-3,-4,3,2,2,0,-6,-2,-7,-1
PAD4 FP inh,-1,-4,-3,0,3,2,-6,-3,-3,0
LYPLA1 inh,-1,0,-3,4,-1,1,1,-1,-1,-4
PREPL inhibitor,5,5,-1,-2,12,5,5,3,-1,-3
GSTO1 counter,9,-20,3,4,12,1,3,-1,1,4
PAFAH1B2 inh,-1,2,16,1,-3,1,3,1,-2,4
PAFAH1B3 inh,1,2,3,3,5,-1,2,-3,5,10
LYPLA2 inh,3,3,-4,9,-5,1,3,1,-3,-3

#51 O=C(CSc1ccccc1)NC1=NCCS1
#52 COC(=O)c1ccc(CSc2nc(C)nc3sc(C)c(C)c23)o1
#53 COc1ccccc1NC(=O)C1=C(C)Nc2nc(-c3ccc(N(C)C)cc3)nn2C1c1ccncc1 (configuration not stated)
#54 CCOCCCn1c(=N)c(S(=O)(=O)c2ccc(C)cc2)cc2c(=O)n3cc(C)ccc3nc21
#55 O=C(NCCc1ccc(F)cc1)Nc1ccccc1
#56 CN1CCN(CCNC(=O)c2cc3c(=O)n(C)c4ccccc4c3n2C)CC1
#57 CN(C)S(=O)(=O)c1cccc(NC(=O)COC(=O)CCOc2ccccc2)c1
#58 CCOC(=O)c1cn(CC(=O)Nc2ccc(CC)cc2)nn1
#59 O=C(COc1cccc2ccccc12)N/N=C/C=C/c1ccccc1
#60 COc1ccc2[nH]cc(CCN=C3SCC(=O)N3C)c2c1
#61 CCOC(=O)Cn1nnnc1CN(CCc1ccccc1)Cc1cc2cc(CC)ccc2[nH]c1=O
#62 N#CC(/C(=N/S(=O)(=O)c1cccs1)c1ccccc1)c1nc2ccccc2[nH]1 (configuration not stated)
#63 O=C1CCC(=O)N1c1nc2nc(-c3ccccc3)cc(=O)n2[nH]1
compound no.,51,52,53,54,55,56,57,58,59,60,61,62,63
pPAFAH FP inh,-2,-2,13,0,-1,5,13,3,-6,2,0,21,-2
PME-1 inh,2,-2,3,-3,4,-1,2,1,-13,4,4,10,-3
PAD4 FP inh,1,-2,-6,1,-3,2,0,-2,-8,-3,-1,-1,-2
LYPLA1 inh,-2,-3,2,4,3,4,3,-4,-7,-1,2,2,-5
PREPL inhibitor,6,13,10,9,7,12,8,-3,4,16,41,14,2
GSTO1 counter,1,-2,-3,7,-1,3,7,2,-2,7,-2,-13,-5
PAFAH1B2 inh,7,1,-2,3,2,2,-3,3,-4,4,0,8,4
PAFAH1B3 inh,7,-4,5,1,6,3,2,3,-5,6,9,-5,-1
LYPLA2 inh,5,3,1,0,6,0,4,4,-19,-6,3,-4,-1
